H9c2 protect: cardioprotection against H2O2-induced cell death, primary screen, uHTS, H9c2 cells, ATPLite luminescence; H9c2 cardiomyocytes, H2O2 injury protection, 2 h; protection from H2O2 cell death, % at 20 µM; actives 0.63% (n = 360,000); AID 588492, 2011;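 active means compounds giving at least 50% protection of heart cells from peroxide-induced death in the single-dose screen, raw or plate-pattern-corrected value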;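 further: 0% = DMSO wells with peroxide and 100% = DMSO wells without peroxide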
Exocytosis inh: LAMP-1 surface exposure blockers, TALL-104 cells – cell-based, flow cytometry, MLPCN library, primary screen; TALL-104 LAMP-1 surface exposure; cells stimulated with thapsigargin and PMA; inhibition, % at 10 µM; actives 0.66% (n = 360,000);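 active means inhibition above about 55%, limit read from the data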
HTR2A ag: mouse Htr2a agonists via beta-arrestin recruitment, primary screen, cell-based, luminescence; 5-hydroxytryptamine receptor 2A (Mus musculus), P35363; CHO-K1 mHTR2A beta-arrestin complementation; percent of 30 µM serotonin response; activation, % at 7.6 µM; actives 0.66% (n = 360,000); AID 624169, 2012;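 active means activation above a run cutoff, the mean activation of all tested compounds plus 3 SD, cut at about 14% in these data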;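 further: 0% = plate median of compound wells and 100% = 30 µM serotonin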
MC4R antag cAMP: MC4R antagonists of cAMP signaling, primary screen, cell-based, TR-FRET, antagonist arm of biased-ligand search; inhibition, % at 6.5 µM; Melanocortin receptor 4 (Homo sapiens), P32245; actives 0.48% (n = 360,000); MC4R-expressing cells, MTII-stimulated cAMP, LANCE TR-FRET; AID 540295, 2011;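 active means inhibition above its plate's cutoff, the mean of tested wells on that plate plus 3 SD, cut at about 29% in these data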;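 further: 0% = Melanotan II alone and 100% = Melanotan II plus saturating MCL0020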
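Test system: U2OS cells stably expressing human melanocortin 4 receptor (MC4R); also added: Melanotan II challenge; compound: 6.5 µM single dose; timing: 30-min compound preincubation, 1-h Melanotan II challenge, 1-h detection, room temperature; signal: Eu-cAMP/anti-cAMP TR-FRET, emission 671 nm; repeats: one well per compound, no replicates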
PDI turbidity: inhibitors of human PDI, primary screen, biochemical, turbidity, single point, plate reader. actives 0.052% (n = 350,000). PDI insulin aggregation turbidity, A650, 90 min. AID 588391, 2011. Protein disulfide-isomerase (Homo sapiens), P07237. inhibition, % at 10 µM;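 active means mean inhibition across replicates of 30% or more, whatever share of single replicates reach that level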;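 further: absorbance from insulin aggregation driven by PDI reduction with DTT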
ABHD5-PLIN5 inh: ABHD5-PLIN5 interaction inhibitors, primary screen, cell lysate, split luciferase complementation, luminescence; actives 0.78% (n = 360,000); AID 602281, 2012; Split G. princeps luciferase complementation, 4 h; Perilipin-5 (Homo sapiens) + 1-acylglycerol-3-phosphate O-acyltransferase ABHD5 (Homo …; inhibition, % at 4 µM;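 active means inhibition above the mean inhibition across every tested compound plus 3 SD, cut at about 22% in these data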;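 further: 0% = DMSO only wells and the 100% control is not disclosed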
Target sequence (Q00G26 whole entry, looked up): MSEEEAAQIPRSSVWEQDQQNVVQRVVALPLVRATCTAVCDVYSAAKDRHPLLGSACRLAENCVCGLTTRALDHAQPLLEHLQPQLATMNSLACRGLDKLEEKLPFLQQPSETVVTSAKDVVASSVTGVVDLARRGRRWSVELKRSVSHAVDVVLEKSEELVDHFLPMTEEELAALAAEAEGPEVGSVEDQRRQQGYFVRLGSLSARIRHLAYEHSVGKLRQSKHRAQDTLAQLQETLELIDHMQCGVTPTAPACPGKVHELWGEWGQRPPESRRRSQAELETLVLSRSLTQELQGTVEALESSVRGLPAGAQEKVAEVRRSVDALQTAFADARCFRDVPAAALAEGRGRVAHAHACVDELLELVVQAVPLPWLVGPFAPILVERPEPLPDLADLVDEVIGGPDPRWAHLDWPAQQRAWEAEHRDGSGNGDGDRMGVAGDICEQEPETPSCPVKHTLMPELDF
Target sequence (Q8WTS1 whole entry, looked up): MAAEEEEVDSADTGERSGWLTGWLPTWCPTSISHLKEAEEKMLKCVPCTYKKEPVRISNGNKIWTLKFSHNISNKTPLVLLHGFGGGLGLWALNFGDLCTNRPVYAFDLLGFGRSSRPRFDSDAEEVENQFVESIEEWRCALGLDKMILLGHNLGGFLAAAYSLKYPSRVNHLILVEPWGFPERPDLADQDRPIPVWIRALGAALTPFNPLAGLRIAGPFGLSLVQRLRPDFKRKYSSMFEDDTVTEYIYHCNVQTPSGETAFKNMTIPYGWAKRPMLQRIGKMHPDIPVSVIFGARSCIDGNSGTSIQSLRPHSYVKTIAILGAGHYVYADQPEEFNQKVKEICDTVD
CaV13 ICDI inh: Primary screen for inhibitors of IQ motif and Ca2+-dependent inactivation inhibitor domain binding in CACNA1D, Förster resonance energy transfer in living cells, …; HEK cells, CFP/YFP FRET ICDI-IQ, plate reader, 10 min; percent FRET-ratio fall versus neutral wells; inhibition, % at 12.3 µM; actives 0.098% (n = 340,000);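 active means mean replicate inhibition of at least 30% and at least 1% of replicates passing that level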;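 further: 0% = median of the neutral control wells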
MC4R barr agon: MC4R agonists recruiting beta-arrestin, primary screen, cell-based, luminescence, agonist arm of biased-ligand search; AID 540308, 2011; activation, % at 8.9 µM; actives 0.98% (n = 360,000); U2OS MC4R beta-arrestin complementation; percent of melanotan II response, DMSO zero; Melanocortin receptor 4 (Homo sapiens), P32245;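 active means activation above a per-plate cutoff, the mean activation of sample wells on that plate plus 3 SD, cut at about 8% in these data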
N-glyco inh: increase of ERlucT glycosylation luciferase signal, primary screen, N-linked glycosylation inhibitor project, D54 ERlucT cells, luminescence, set 2; D54 ERlucT glycosylation luciferase reporter, 24 h; percent of 100 nM tunicamycin response; reporter increase, % at 12.5 µM; actives 0.23% (n = 360,000);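 active means mean luciferase reporter signal, scaled so untreated is 0 and the glycosylation-blocking control 100, at or above a set limit in every replicate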;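 further: luciferase carries N-glycosylation sites so blocking glycosylation raises the light; 0% = median of neutral control wells and 100% = median of 100 nM tunicamycin wells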
ABCB6 inh MLPCN: ABCB6 transporter inhibitors, primary screen, K562-ABCB6 cells, flow cytometry, MLPCN library. ATP-binding cassette sub-family B member 6 (Homo sapiens), Q9NP58. K562-ABCB6 porphyrin accumulation, 1 h; active compounds read low. fluorescence ratio to DMSO, % at 10 µM. actives 0.19% (n = 360,000);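 active means fluorescence ratio to DMSO below 75%, the collection mean minus 3 SD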;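 further: signal is porphyrin accumulated inside mitochondria; 100% equals median channel fluorescence of DMSO control wells; lower ratio means ABCB6 inhibition with less porphyrin fluorescence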
An asterisk follows results filed as active; x = no result given. Compounds as they come, and some 4.2% of all compounds hit somewhere here.

cpd	Structure	H9c2 protect	Exocytosis inh	HTR2A ag	MC4R antag cAMP	PDI turbidity	ABHD5-PLIN5 inh	CaV13 ICDI inh	MC4R barr agon	N-glyco inh	ABCB6 inh MLPCN
1	COc1ccc(CCNC(=O)COC(=O)CCC(=O)c2cccs2)cc1OC	8	-7	-1	-2	-1	2	-3	0.1	2	100
2	O=C(/C=C/c1ccco1)N(Cc1ccc(F)cc1)C1CCS(=O)(=O)C1 (stereo unspecified)	1	-3	-1	3	5	6	-5	-0.3	-1	99
3	O=C(NC1(C(F)(F)F)NC(=O)N(C2CCCCC2)C1=O)c1ccco1 (stereo unspecified)	-7	4	-3	2	4	7	12	1.4	2	96
4	O=C(NCCN1CCOCC1)c1ccc(CSc2nc3ccncc3n2Cc2ccc(F)cc2)cc1	1	5	0	17	4	-1	5	-0.4	0	107
5	CC(C)C[C@@H](CN1CCC[C@H]1CN1C(=O)C(=O)NC[C@@H]1Cc1ccc(O)cc1)N1C[C@H](Cc2ccccc2)N(CC2CCCCC2)C(=O)C1=O	x	-3	-2	x	x	17	-8	x	x	96
6	CC[C@]12c3[nH]c4cc(-c5ccco5)ccc4c3CCN1C(=O)[C@@H](CC(=O)NCc1ccco1)C[C@@H]2C(=O)N1CCN(C(=O)C2CC2)CC1	9	-7	-7	9	14	9	-4	-1.4	2	95
7	Cn1ncc([N+](=O)[O-])c1C(=O)Nc1cccc(Cl)c1	2	-10	2	3	-6	-1	-5	-0.5	1	99
8	COc1ccc(CC(=O)Nc2nc(-c3cccc([N+](=O)[O-])c3)cs2)cc1	-2	-4	1	6	3	-7	-3	1.4	4	96
9	O=C(C1CCCN(S(=O)(=O)c2ccccc2)C1)N1CCCCCC1 (stereo unspecified)	-1	-4	-4	16	9	-10	-4	0.4	1	97
10	O=C(NCCc1ccccc1)c1n[nH]c2ccccc12	-8	5	-2	0	-1	1	-3	-0.5	-2	82
11	CCN(CC(=O)Nc1ccccc1OC)CC(=O)Nc1c(Cl)ccc(C)c1Cl	2	2	-4	12	5	-2	x	-0.8	1	88
12	Nc1ncnc2c1ncn2[C@@H]1O[C@H](CNCc2ccc(-c3cc(C(F)(F)F)ccc3Cl)o2)[C@@H](O)[C@H]1O	-3	1	3	-3	-3	1	-6	0.1	-2	107
13	COc1ccc(C(=O)NC(=S)Nc2nc(C)cc(C)n2)cc1Br	-8	-2	-1	4	-11	1	-4	-2.0	-2	100
14	Cc1cc(C(=O)N2CCN(C(=O)C3CCCO3)CC2)no1 (stereo unspecified)	-4	-3	10	2	5	9	-8	0.1	2	99
15	COCCNC(=O)CCCCCN1C(=O)CCC1=O	-8	0	5	19	4	10	-2	0.4	-4	101
16	COc1ccc(C(C(=O)NC2CCCC2)N(C(=O)c2snc(-c3ccc(F)cc3)c2N)c2ccc(OC)cc2)cc1 (stereo unspecified)	-8	0	-4	-4	-3	12	-5	-3.5	-1	92
17	O=C(COc1ccccc1)Nc1nnc(S(=O)(=O)N2CCCC2)s1	-4	-2	-2	1	11	-5	-4	0.7	-2	96
18	CCCc1nc2ccccc2c2nc(N)nn12	-3	1	-1	-5	-1	-9	-12	0.3	1	95
19	Cc1c(C#N)c(NC(=O)c2cccc(Cl)c2)n(Cc2ccccc2)c1C	-6	-5	-3	5	9	8	x	0.4	1	100
20	O=C(c1cccnc1)N(Cc1ccccc1)C(=O)c1cccnc1	-1	-24	5	8	25	-1	-2	0.8	0	96
21	CN(CC(=O)Nc1ccc(F)cc1)C(=O)COc1ncnc2ccccc12	-2	-2	0	-3	2	-4	-2	-2.2	0	97
22	CCCCNc1cc(=O)oc2ccccc12	-2	-2	-1	0	4	0	-5	-0.4	-2	94
23	Cc1ccc(S(=O)(=O)/N=C(\Nc2cccc(C)c2)Nc2nc(C)cc(C)n2)cc1	0	4	1	2	1	2	-15	-0.2	-8	96
24	O=C(O)CCC(=O)OCC1CCCO1 (stereo unspecified)	4	-1	-2	9	14	-6	-4	0.7	1	93
25	Cc1cc(F)cc(-c2cc(C(=O)NCc3cccc(Cl)c3)[nH]n2)c1	-8	-16	1	19	-3	-19	-12	13*	0	97
26	Cn1c(=O)c2c(nc(Sc3nc4ccccc4n3CC(=O)N3CCCCC3)n2C)n(C)c1=O	4	-2	2	1	-2	-1	-5	0.2	0	121
27	CCOc1ccc(C(=O)c2ccc(OCC)c(N)c2)cc1N	-1	1	-5	4	-5	-8	-4	-1.1	5	100
28	Cc1cccc(C)c1NC(=O)CN1C(=O)C(C)Oc2ccccc21 (stereo unspecified)	2	-22	0	3	0	-6	-21	1.4	-1	96
29	Cc1ccc(CNC(=O)c2cc(=O)c3ccccc3o2)cc1	0	-12	-5	-7	9	3	-2	0.1	-1	95
30	COc1cc(OC)nc(Oc2cccc(Cl)c2C)n1	-4	-4	1	9	9	3	-20	-2.6	-3	93

Pulled one by one from the list above (5):
cpd	Structure	H9c2 protect	Exocytosis inh	HTR2A ag	MC4R antag cAMP	PDI turbidity	ABHD5-PLIN5 inh	CaV13 ICDI inh	MC4R barr agon	N-glyco inh	ABCB6 inh MLPCN
25	Cc1cc(F)cc(-c2cc(C(=O)NCc3cccc(Cl)c3)[nH]n2)c1	-8	-16	1	19	-3	-19	-12	13*	0	97
30	COc1cc(OC)nc(Oc2cccc(Cl)c2C)n1	-4	-4	1	9	9	3	-20	-2.6	-3	93
22	CCCCNc1cc(=O)oc2ccccc12	-2	-2	-1	0	4	0	-5	-0.4	-2	94
24	O=C(O)CCC(=O)OCC1CCCO1 (stereo unspecified)	4	-1	-2	9	14	-6	-4	0.7	1	93
29	Cc1ccc(CNC(=O)c2cc(=O)c3ccccc3o2)cc1	0	-12	-5	-7	9	3	-2	0.1	-1	95

Going on with the list:
cpd	Structure	H9c2 protect	Exocytosis inh	HTR2A ag	MC4R antag cAMP	PDI turbidity	ABHD5-PLIN5 inh	CaV13 ICDI inh	MC4R barr agon	N-glyco inh	ABCB6 inh MLPCN
31	O=C(COc1nc2ccccc2nc1N1CCOCC1)N1CCc2ccccc21	-3	-2	1	-9	-4	3	x	1.4	-1	92
32	O=C(COc1ccc(Cl)cc1Cl)NCC(=O)N/N=C/c1c[nH]c2ccccc12	5	-1	1	-6	-18	0	-3	-0.8	2	90
33	CC1CCN(C(=O)C2CCN(CC(C)c3ccccc3)CC2)CC1 (stereo unspecified)	1	-2	0	16	3	-7	-6	2.0	-2	107
34	CCOC(=O)c1c(NC(=O)CN2CCN(c3ccc(Cl)cc3)CC2)sc(C)c1C	2	-2	1	3	4	1	-8	-1.0	0	99
35	CN(C(=O)c1ccccc1Cl)c1ccccc1C(=O)NCc1ccccc1	4	1	35*	2	-1	8	-6	-3.0	2	102
36	CCC(=O)c1ccc(OCC(=O)OCC(=O)N(CCC#N)c2ccc3c(c2)OCCO3)cc1	-9	1	1	25	2	-4	-17	-0.4	3	100
37	CCN(C(=O)c1cc(Cl)ccc1Cl)C1CCS(=O)(=O)C1 (stereo unspecified)	-2	-4	1	6	-10	4	-8	-0.4	2	99
38	COc1ccc(/C=C/c2noc(-c3ccccc3OC(C)=O)n2)cc1	-12	4	-3	7	-62	0	-20	-0.6	-13	98
39	N#Cc1c(-c2cccc(Br)c2)cc(-c2cccnc2)nc1N	25	1	2	9	-9	-6	-8	32*	4	113
40	CSc1ccc(CN2CCC(C(=O)NCc3ccc(C)cc3)CC2)cc1	-7	-1	-4	3	-1	10	0	-2.3	-1	98
41	O=C(NC1CC1)c1ccc(CSCc2ccc(Cl)cc2)o1	-3	1	-6	6	2	-1	-5	1.0	-3	96
42	O=C(NCc1ccc2c(c1)OCO2)C(C(=O)c1ccccc1)n1cc(Cl)ccc1=O (stereo unspecified)	4	0	6	-2	0	4	-5	-2.8	0	95
43	O=C(O)c1ccccc1C(=O)N1CCN(C(=O)c2ccccc2Cl)CC1	0	-4	-3	25	7	2	0	1.8	-1	99
44	Cc1ccc(NC(=O)CCOc2ccccc2)cc1S(=O)(=O)Nc1ccccc1Cl	-12	5	15*	5	-5	-1	-3	-1.9	-2	98
45	C=CCc1ccccc1OCC(O)CN1CCN(c2ccccc2F)CC1 (stereo unspecified)	-11	-1	-6	-3	3	3	-8	3.0	-2	84
46	O=C1CC(c2ccccc2)CC(O)=C1C=NC1CCCCC1 (stereo unspecified)	3	-1	0	-2	0	-5	-8	-1.2	-2	101
47	Nc1nnc(SCC(=O)Nc2ccc(S(=O)(=O)N3CCOCC3)cc2)s1	-1	3	-2	6	-2	5	-8	-1.7	1	99
48	COc1cc(NC(=O)C[n+]2ccc(C(=O)c3ccccc3)cc2)cc(OC)c1	10	0	-3	2	6	16	-5	-1.0	2	104
49	Cc1onc(-c2c(F)cccc2Cl)c1C(=O)NC1CC1	-2	5	-3	0	2	-13	x	-1.0	1	95
50	O=C1CCC([N+](=O)[O-])C(c2cc(Br)ccc2F)N1 (stereo unspecified)	-1	1	2	0	10	10	-5	-0.6	1	100
51	Cn1c(=N)n(CC(O)c2ccco2)c2ccccc21 (stereo unspecified)	-5	0	4	3	12	4	x	-0.8	3	88

Screening data: PubChem BioAssay, several laboratories
